# SIRT5 block – sirtuin-5 (human) deacylase inhibition; AID 652115; Q9NXA8; actives 1.1% (n = 330,000); Purified SirT5, succinyl-peptide AMC, trypsin-coupled fluorescence; inhibition, % at 15 µM; in the data active = inhibition above about 15%
# Target sequence (Q9NXA8 whole entry, looked up): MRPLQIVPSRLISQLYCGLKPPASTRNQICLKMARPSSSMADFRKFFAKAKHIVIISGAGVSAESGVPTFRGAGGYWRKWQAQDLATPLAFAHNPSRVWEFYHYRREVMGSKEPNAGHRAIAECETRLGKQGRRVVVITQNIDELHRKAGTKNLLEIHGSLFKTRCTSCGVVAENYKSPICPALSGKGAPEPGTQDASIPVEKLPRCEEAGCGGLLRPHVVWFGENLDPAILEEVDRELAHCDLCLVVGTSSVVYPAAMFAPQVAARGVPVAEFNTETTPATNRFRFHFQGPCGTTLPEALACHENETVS
# ERp5 inh – blocks human ERp5 reductase activity on insulin; actives 0.05% (n = 350,000); Q15084; AID 651711; ERp5 insulin aggregation, absorbance 650 nm, 90 min; inhibition, % at 9.99 µM;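 active = mean replicate inhibition above about 25%, with every replicate also reaching it, limit read from the data, passing the limit was not always enough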
# Target sequence (Q15084 whole entry, looked up): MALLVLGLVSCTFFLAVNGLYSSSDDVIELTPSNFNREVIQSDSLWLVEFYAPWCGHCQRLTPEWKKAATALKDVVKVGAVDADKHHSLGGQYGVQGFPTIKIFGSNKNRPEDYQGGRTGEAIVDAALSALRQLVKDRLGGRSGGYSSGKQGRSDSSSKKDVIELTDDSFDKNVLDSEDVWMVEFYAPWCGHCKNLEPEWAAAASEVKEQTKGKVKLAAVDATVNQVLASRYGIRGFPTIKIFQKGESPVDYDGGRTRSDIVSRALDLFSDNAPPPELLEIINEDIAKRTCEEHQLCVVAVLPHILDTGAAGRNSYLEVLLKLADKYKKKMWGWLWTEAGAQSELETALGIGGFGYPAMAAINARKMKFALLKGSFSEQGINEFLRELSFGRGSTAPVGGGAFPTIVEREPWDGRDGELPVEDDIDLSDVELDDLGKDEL
# * hit, by the source's call; & = joins results of further samples. A portion of the library (hit frequency here may not be typical).
# Fields: SIRT5 block, ERp5 inh
- C/C=C/c1ccc([C@@H]2[C@@H](CO)N(C(C)=O)C23CN(C(=O)NC2CCCC2)C3)cc1
 : 1.4, -2.8
- Cc1nn(Cc2ccccc2)c(C)c1/C=N/NC(=O)c1cccnc1
 : 2.0, 1.3
- COc1ccc(C(=O)N2CCC(C(=O)Nc3ccc4c(c3)OCO4)CC2)cc1
 : -3.0, 9.7
- COc1ccc2c3c(n(C)c2c1)[C@H](CO)N(Cc1ccc2c(c1)OCO2)CC31CN(C(=O)C2CC2)C1
 : -6.0, 1.6
- COc1ccc(OC)c(Nc2nnc(C)c(=O)[nH]2)c1
 : -4.0, 1.8
- COC(=O)[C@@]1(Sc2ccc(C)cc2)CC(=O)N(C(=O)CCc2ccccc2)[C@@H]1c1ccccc1
 : -2.0, -3.6
- CC(=O)N1CC2(C1)[C@H](c1ccc(-c3ccc(C#N)cc3)cc1)[C@@H](CO)N2CCC(F)(F)F
 : 1.0, -4.5
- CC1CCN(c2nnc(-c3cccs3)c3ccccc23)CC1
 : 2.2, 2.8
- Cc1ccc(C)c(-c2nnc(NC(=O)CS(=O)(=O)c3ccccc3)o2)c1
 : -4.7, -2.0
- CN(C)C(=O)c1cccc(-c2ccc(C3[C@H]4CNC[C@@H]3N4S(=O)(=O)c3ccc(Cl)cc3)cc2)c1 (stereo partly drawn)
 : 0.9&2.1, 2.1&1.1
- CCCNC(=O)N1CC(=O)N2[C@H](CO)[C@@H](c3ccc(-c4cccc(C)c4)cc3)[C@@H]2C1
 : -0.5, 1.1
- N#C[C@@H]1[C@H](c2ccccc2-c2cccc(F)c2)[C@H](CO)N1C(=O)C1CC1
 : -0.7, -4.5
- O=C(CCCCCn1c(=O)[nH]c2ccccc2c1=O)NC1CCCC1
 : -2.3, -4.8
- COc1cccc(-c2ccc(C3[C@H]4CNC[C@@H]3N4Cc3ccc(F)cc3)cc2)c1 (stereo partly drawn)
 : -3.5&-2.2, 7.3&11.7
- COc1cccc(-c2ccc([C@@H]3[C@H]4CN(C(=O)C5CCC5)CC(=O)N4[C@H]3CO)cc2)c1
 : -1.5, -3.0
- COCC(=O)N1[C@H](C#N)[C@@H](c2ccccc2-c2cccc(C)c2)[C@@H]1CO
 : 0.1, -1.5
- O=C(N[C@@H](Cc1cccnc1)C(=O)N1CCC[C@H]1C(=O)NC1CCCC1)C1CC1
 : -5.2, -0.1
- CCCCCNC(=O)C(c1cc2ccccc2o1)n1c(=O)c(-c2cc3ccccc3[nH]2)nc2ccccc21 (stereo not drawn)
 : -0.6, 8.3
- COc1ccc(CCNC(=O)C(C)c2ccc([N+](=O)[O-])cc2)cc1 (stereo not drawn)
 : 3.6, -2.1
- COCC(=O)N1CC2(CN(C(=O)CN3CCOCC3)C2)c2c([nH]c3cc(OC)ccc23)[C@H]1CO
 : -0.1, -2.0
- CCCNC(=O)N1[C@@H](CO)[C@H](c2ccccc2)C12CN(C(=O)CC)C2
 : 6.9, 1.4
- C/C=C/c1ccc([C@@H]2[C@H](CO)N(C(=O)C3CCC3)C23CN(S(=O)(=O)CC)C3)cc1
 : 2.3, -1.6
- COC(=O)C1(C)CCc2c(ccc3ccccc23)C1=O (stereo not drawn)
 : -9.4, -2.8
- CN(C)c1ccc(/C=N/NC(=O)C2CC2c2ccccc2)cc1 (stereo not drawn)
 : -2.4, -1.8
- CC(=O)N1CC2(C1)[C@@H](c1ccccc1)[C@@H](CO)N2Cc1cccc(Cl)c1
 : 0.4, 0.3
- CCOc1ccc(CCN2C(=O)C(=O)N([C@@H](Cc3ccccc3)CN3CCC[C@H]3CN3C(=O)C(=O)NC[C@@H]3Cc3ccccc3)C[C@@H]2CC(C)C)cc1
 : 9.7, -9.5
- CC(C)(C)NC(=O)C1c2ccccc2OCC(=O)N1CC(F)(F)F (stereo not drawn)
 : -4.1, 0.7
- CCCC(=O)N1CCC2(CC1)CN(C(=O)CC1CC1)[C@H](CO)c1c2c2ccc(OC)cc2n1C
 : 2.9, 2.3
- O=C(C1CCCCC1)N1CC(=O)N2[C@H](CO)[C@@H](c3ccc(-c4ccccc4F)cc3)[C@@H]2C1
 : 0.3, 0.3
- O=C(C[C@@H]1C=C[C@H](NC(=O)C2CCOCC2)[C@H](CO)O1)NCc1ccccc1Cl
 : 3.0, 0.9
- C/C=C/c1ccc([C@@H]2[C@@H](CO)N(C(C)=O)C23CN(C(=O)c2ccc(F)cc2)C3)cc1
 : -3.1, 3.5
- O=C(c1ccccc1F)N1CC(=O)N2[C@H](CO)[C@H](c3ccc(-c4cccnc4)cc3)[C@H]2C1
 : 2.9, -1.3
- CCC(C)C(NC(=O)c1ccccc1NC(=O)c1ccc(C)cc1)C(=O)O (stereo not drawn)
 : -3.3, 1.0
- COC(=O)CNC(=O)C1CCCN1C(=O)CNC(=O)OCc1ccccc1 (stereo not drawn)
 : -0.6, 0.6
- COc1ccc2c3c(n(C)c2c1)[C@H](CO)N(S(=O)(=O)c1ccc(C)cc1)CC31CCN(Cc2cccnc2)CC1
 : 4.7, -0.6
- CCCC#Cc1ccc(CC[C@H]2O[C@H]3CC[C@H](CO)O[C@H]3C[C@H]2NC(=O)CN2CCOCC2)cc1
 : -9.9, -3.4
- COc1cc(OC)cc(C(=O)N[C@H](C(=O)OCC(=O)Nc2sccc2C#N)C(C)C)c1
 : 1.8, 3.1
- C/C=C/c1ccc(C2[C@H]3CNC[C@@H]2N3S(=O)(=O)c2ccc(C)cc2)cc1 (stereo partly drawn)
 : 1.4&2.2, -0.6&-0.3
- COc1ccc(C(=O)Oc2cccc(/C=N/NC(N)=S)c2)cc1
 : -2.9, -5.9
- O=C(c1ccccc1)N1CC2(C1)[C@H](c1ccccc1)[C@H](CO)N2Cc1cc(F)ccc1F
 : -1.7, -0.5
- Cc1ccc(C)c(-n2nnnc2SCC(=O)c2c(N)n(C)c(=O)n(C)c2=O)c1
 : -4.0, 9.2
- COc1ccc(CN2C(=O)CSCC2(C)C(=O)Nc2c(C)cccc2C)cc1 (stereo not drawn)
 : 0.9, -0.7
- C[C@@H]1COc2cccc(NCCCN3CCOCC3)c2S(=O)(=O)N1
 : -2.1, 1.9
- CCCC(=O)Nc1ccc2c(c1)OC[C@H](C)N(C)C[C@H](C)[C@@H](OC)CN(C)C2=O
 : -3.2, 1.4
- CCC(C)CN1C(=O)CSCC1(C)C(=O)Nc1c(C)cccc1C (stereo not drawn)
 : -2.8, -1.3
- CCCCn1nnnc1C(c1cc2ccccc2o1)N(C)Cc1ccc(Cl)cc1 (stereo not drawn)
 : -0.7, 13.3
- COc1ccc(C#Cc2ccc([C@H]3[C@H](CO)N4C(=O)CN(C(=O)Nc5ccccc5F)C[C@@H]34)cc2)cc1
 : -0.2, 8.9
- C[C@@H]1ON(C)[C@H]2C[C@H]3c4cc(N5CCOCC5)ccc4CCN3C[C@@H]12
 : -3.3, 0.7
- Cc1ccc(OCC(=O)N/N=C/c2cn(Cc3ccccc3)c3ccccc23)cc1
 : -0.9, -0.8
- CCCn1nnc(NC(=O)c2ccc(-c3cc(Cl)ccc3Cl)o2)n1
 : -4.9, -0.6

# The list continues.
# Fields: SIRT5 block, ERp5 inh
- COC(=O)C1C(=O)C2=C(CC1C)Nc1ccccc1NC2c1ccc(C)s1 (stereo not drawn)
 : -1.1, 4.7
- C=CCNc1cccc2c1S(=O)(=O)N[C@H](C)CO2
 : -2.3, 0.1
- O=C1NC(c2ccc(Br)cc2)c2c(-c3ccccc3)n[nH]c21 (stereo not drawn)
 : 0.8, 4.0
- COc1cccc(-c2ccc([C@H]3[C@H](CO)N4C(=O)CN(C(=O)C5CCOCC5)C[C@@H]34)cc2)c1
 : 6.7, 4.1
- C#CCOCCOCCOCCNc1nc(N2CCN(C(=O)[C@H](CCC(=O)O)n3cc(C(N)CO)nn3)CC2)nc(N2CCN(C(=O)[C@H](Cc3ccc(O)cc3)n3cc(C(N)[C@H](C)CC)nn3)CC2)n1 (stereo partly drawn)
 : -3.3, 2.5
- COc1ccc(NC(=O)N2CC(=O)N3[C@H](CO)[C@@H](c4ccc(/C=C/c5ccccc5)cc4)[C@@H]3C2)cc1
 : 2.5, -5.9
- CC(C)NC(=O)N1[C@@H](CO)[C@@H](c2ccccc2)C12CN(Cc1ccc(Cl)cc1)C2
 : 8.4, -1.9
- COc1ccc2c3c(n(C)c2c1)[C@@H](CO)N(S(=O)(=O)c1ccc(C)cc1)CC31CN(C(=O)c2ccccn2)C1
 : 2.2, -1.2
- CCCC(=O)Nc1cc(Cl)ccc1C
 : -3.6, -3.5
- COc1ccc2c3c([nH]c2c1)[C@H](CO)N(Cc1nccs1)CC31CN(Cc2nccs2)C1
 : -2.6, 9.2
- O=C(C1CC1)N1[C@H](CO)[C@@H](c2ccccc2)C12CN(CCC(F)(F)F)C2
 : 3.8, -3.7
- Cc1ccccc1OCC(O)Cn1c(N2CCN(c3ccccc3)CC2)nc2c1c(=O)[nH]c(=O)n2C (stereo not drawn)
 : -5.1, -6.2
- CC(C)N1C(=O)CSC1c1ccc(Br)cc1 (stereo not drawn)
 : 0.1, 4.5
- CC(C)CN(C[C@H]1N[C@H](CO)[C@@H]1c1ccccc1)C(=O)C1CCCC1
 : 7.5, 2.2
- O=C(CCCOc1ccc(Cl)cc1)Nc1ccc(N2CCOCC2)cc1
 : -2.5, -2.7
- CCCNC(=O)N[C@H]1C=C[C@H](CC(=O)OC)O[C@@H]1CO
 : -0.4, -0.8
- C/C=C/c1ccc(C2[C@H]3CNC[C@@H]2N3Cc2cccc(OC)c2)cc1 (stereo partly drawn)
 : 0.7&-2.4, 7.8&0.7
- C#CCOCCOCCOCCNc1nc(N2CCN(C(=O)C([C@@H](C)CC)n3cc(C(N)COC(=O)C(F)(F)F)nn3)CC2)nc(N2CCN(C(=O)[C@H](Cc3ccc(O)cc3)n3cc(C(N)[C@H](C)CC)nn3)CC2)n1 (stereo partly drawn)
 : 1.7, -4.9
- C[C@H](CO)N1C[C@H](C)[C@@H](CN(C)Cc2ccc(Cl)c(Cl)c2)Oc2ccc(NC(=O)CCCCCC(=O)Nc3ccccc3N)cc2CC1=O
 : 25.8*, 1.6
- O=C(C1CC1)N1CC2(C1)[C@H](c1ccccc1)[C@H](CO)N2CCC(F)(F)F
 : 7.7, -1.8
- Cc1c(C)n(CC(O)CNCCO)c2ccccc12 (stereo not drawn)
 : -0.3, -3.0
- OC[C@@H]1[C@@H](c2ccccc2)C2(CN(Cc3cccnc3)C2)N1Cc1ccncc1
 : -1.7, -7.1
- O=C(N/N=C/c1ccc([N+](=O)[O-])o1)c1cn(-c2ccccc2)nc1-c1ccc(F)cc1
 : -1.5, -0.2
- O=C(C[C@@H]1CC[C@H](NS(=O)(=O)c2ccccc2)[C@H](CO)O1)N1CCN(c2ccccc2)CC1
 : -0.4, 5.1
- CCC(=O)NC[C@@H]1[C@@H](c2ccc(C3=CCCC3)cc2)[C@@H](CO)N1CC1CC1
 : -0.5, 2.2
- CCOC(=O)/C=c1\s/c(=C\c2sccc2C)c(=O)n1CC(=O)NCc1ccc(C)cc1
 : -1.7, -1.1
- O=C(N[C@H](C(=O)N1CCC[C@H]1C(=O)NCCc1ccccc1Cl)c1ccccc1)c1cccs1
 : -0.9, 3.9
- O=C1CC(c2ccccc2)SC(N(c2ccccc2)c2ccccc2)=N1 (stereo not drawn)
 : -4.1, -5.1
- CN(C)c1nnnn1-c1ccc(OC(F)(F)F)cc1
 : 0.3, -7.6
- CC(C)(C)N1C(=O)c2ccccc2NC(=O)C1C(=O)NCCOc1ccccc1 (stereo not drawn)
 : 0.1, -0.2
- Fc1ccc(/C=N/Nc2ccccn2)cc1
 : -1.3, 2.3
- CCC(=O)N1[C@@H]2c3cccc(=O)n3C[C@H]1[C@H](CO)[C@H]2C(=O)NC1Cc2ccccc2C1
 : -4.8, -7.2
- O=C(Nc1cc(F)ccc1F)N[C@@H]1CC[C@H](CCn2cc(C3CCCC3)nn2)O[C@H]1CO
 : -1.7, -0.5
- COc1ccc(OC)c(CNS(=O)(=O)c2ccccc2Br)c1
 : -4.2, 4.6
- COC(=O)[C@]12CCCCC=C1N(Cc1ccc(Cl)cc1Cl)C(=O)[C@H](CC(=O)N1CCC(c3ccccc3)CC1)C2
 : 4.8, -0.1
- O=c1sc(/C=N/Nc2ccccc2)c(Cl)n1Cc1ccccc1
 : -3.0, 4.3
- Cc1ccc2nc(Cl)c(/C=N/NC(=O)[C@H]3C[C@@H]3c3ccccc3)cc2c1
 : -1.2, 7.5
- CO[C@@H]1CN(C)C(=O)c2ccc(NC(=O)Nc3ccccc3)cc2OC[C@@H](C)NC[C@@H]1C
 : -3.1, -1.9
- COc1ccc2c3c(n(C)c2c1)[C@H](CO)N(CC1CCCC1)CC31CN(C(=O)Nc2ccccc2)C1
 : 3.0, 1.0
- C[C@@H]1CN([C@H](C)CO)C(=O)c2cc(NC(=O)c3ccncc3)ccc2O[C@H]1CN(C)Cc1ccc(C(=O)Nc2ccccc2N)cc1
 : -0.2, 4.2

# Ordered by the number under SIRT5 block (falling): 3 from the list above.
compound | SIRT5 block | ERp5 inh
Fc1ccc(/C=N/Nc2ccccn2)cc1 | -1.3 | 2.3
CO[C@@H]1CN(C)C(=O)c2ccc(NC(=O)Nc3ccccc3)cc2OC[C@@H](C)NC[C@@H]1C | -3.1 | -1.9
CCC(=O)N1[C@@H]2c3cccc(=O)n3C[C@H]1[C@H](CO)[C@H]2C(=O)NC1Cc2ccccc2C1 | -4.8 | -7.2

# Next section:
# Fields: SIRT5 block, ERp5 inh
- O=C(NCc1ccc(F)cc1)Nc1cccc(Cl)c1
 : 0.7, -0.7
- CCOC1=C2CN(S(=O)(=O)c3ccc(C)cc3)C(c3ccc(C)cc3)CC2N(S(=O)(=O)c2ccc(C)cc2)C(c2ccccc2)C1 (stereo not drawn)
 : -2.0, 1.8
- COc1ccccc1-c1ccc([C@@H]2[C@H](CO)N(CC3CC3)C23CN(S(C)(=O)=O)C3)cc1
 : 11.3, 13.5
- CC(C)(C)c1ccccc1NC(=O)Cn1c(=O)cnc2ccccc21
 : -1.7, 6.5
- COc1ccccc1NC(=O)N1[C@@H]2CNC[C@H]1C2c1ccc(-c2cccc(C#N)c2)cc1 (stereo partly drawn)
 : -0.7&3.6, 7.5&-4.0
- CCOC(=O)C1=CCC(c2ccccc2)N(S(=O)(=O)c2ccc(C)cc2)[C@H]1CC (stereo partly drawn)
 : -2.3, 0.4

# From PubChem
